Assay outcomes deposited in PubChem BioAssay by The Scripps Research Institute Molecular Screening Center.
ARFGAP1 inh – inhibitors of rat ARFGAP1 GAP activity, primary screen, biochemical, fluorescence polarization, GDP tracer | Arfgap1-stimulated ARF1 GTP hydrolysis, GDP FP detection | ADP-ribosylation factor GTPase-activating protein 1 (Rattus norvegicus), Q62848 | inhibition, % at 16.5 µM | actives 0.26% (n = 360,000) | AID 651572, 2012;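 active means inhibition above a per-plate limit, mean inhibition of low control wells plus 3 SD, cut at about 25% in these data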;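 further: 0% = DMSO wells with enzyme and 100% = wells lacking Arfgap1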
Target sequence (Q62848 1-136 limits assumed): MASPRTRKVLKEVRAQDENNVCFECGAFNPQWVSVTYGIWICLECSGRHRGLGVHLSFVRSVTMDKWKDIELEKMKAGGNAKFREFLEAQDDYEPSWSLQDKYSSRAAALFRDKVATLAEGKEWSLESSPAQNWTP
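Repeats: one replicate per compound; assay system: rat Arfgap1 catalytic domain, aa 1-136; times: enzyme reaction 120 min at 25 °C after 20 min preincubation; detection: FP of antibody-bound GDP Alexa 633 tracer, ex 620/em 688 nm; benchmarks: high control wells lacking Arfgap1, low control full reaction with DMSO; reagent: human ARF1(Δ1-17)-GTP substrate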
DDE Tn6 FP inh – inhibitors of Tn6 peptide binding to fibrin DD(E), primary screen, biochemical, fluorescence polarization, human fibrin, Tn6 probe; Fibrinogen beta chain (Homo sapiens), P02675; Fibrin DD(E) TRITC-Tn6 fluorescence polarization displacement; inhibition, % at 8.3 µM; actives 0.21% (n = 370,000);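 active means inhibition above a per-campaign cutoff: mean of compounds within control limits plus 3 SD, cut at about 15% in these data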;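 further: 0% = median of all compound wells on the plate and 100% = blocking peptide control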
Target sequence (P02675 whole entry, looked up): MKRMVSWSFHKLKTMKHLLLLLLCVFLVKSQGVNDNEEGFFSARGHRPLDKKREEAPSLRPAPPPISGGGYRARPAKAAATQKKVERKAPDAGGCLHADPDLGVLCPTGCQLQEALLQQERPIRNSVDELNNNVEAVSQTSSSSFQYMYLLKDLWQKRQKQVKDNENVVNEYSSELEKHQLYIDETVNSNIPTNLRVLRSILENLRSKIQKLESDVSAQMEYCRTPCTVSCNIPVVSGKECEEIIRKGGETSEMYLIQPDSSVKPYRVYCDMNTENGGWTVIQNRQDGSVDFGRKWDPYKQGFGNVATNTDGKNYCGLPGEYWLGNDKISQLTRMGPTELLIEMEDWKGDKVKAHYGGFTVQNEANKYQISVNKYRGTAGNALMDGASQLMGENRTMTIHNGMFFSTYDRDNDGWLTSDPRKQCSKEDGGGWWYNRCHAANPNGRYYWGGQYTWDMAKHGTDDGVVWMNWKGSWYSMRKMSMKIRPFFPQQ
ADAM17 inh – ADAM17 inhibitors, primary screen, biochemical, QFRET; Disintegrin and metalloproteinase domain-containing protein 17 (Homo sapiens), P78536; recombinant ADAM17, EDANS/DABCYL FRET peptide cleavage; inhibition, % at 6.95 µM; actives 0.83% (n = 370,000); AID 720648, 2013;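 active means inhibition above the mean of compounds lying between control limits plus 3 SD, set per campaign, cut at about 8.5% in these data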;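 further: 0% = DMSO-only wells as the low control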
ASAP1 inh – inhibitors of human ASAP1 ArfGAP activity, primary screen, biochemical, fluorescence polarization | Arf-GAP with SH3 domain, ANK repeat and PH domain-containing protein 1 (Homo sapiens), … | ASAP1-stimulated ARF1 GTP hydrolysis, GDP FP detection | inhibition, % at 16.5 µM | actives 0.19% (n = 360,000); in the data active means inhibition above about 25%;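 further: 0% = vehicle with enzyme and substrate and 100% = no enzyme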
PLCg1 inh – PLC-gamma1 enzyme inhibitors, primary screen, biochemical, fluorescence, purified enzyme. actives 0.84% (n = 370,000). 1-phosphatidylinositol 4,5-bisphosphate phosphodiesterase gamma-1 (Homo sapiens), P19174. inhibition, % at 12.2 µM. fluorogenic substrate; in the data active means inhibition above about 9.5%
UHRF1 binding – UHRF1 methylated DNA binding inhibitors, primary screen, counter-screen for MBD2 inhibitor project, biochemical, TR-FRET, human UHRF1, single concentration. E3 ubiquitin-protein ligase UHRF1 (Homo sapiens), Q96T88. UHRF1 binding to methylated oligo. inhibition, % at 4.4 µM. actives 0.75% (n = 370,000); in the data active means inhibition above about 21%;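 further: UHRF1 SRA domain binding a hemimethylated CpG hairpin DNA probe; 0% = median of test compound wells and 100% = reference inhibitor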
Tn7 DDE FP – inhibitors of Tn7 peptide binding to fibrin DD(E), primary screen, biochemical, fluorescence polarization, human fibrin, Tn7 probe; Fibrinogen beta chain (Homo sapiens), P02675; actives 0.13% (n = 370,000); inhibition, % at 8.3 µM; FP displacement of FITC-Tn7 peptide from fibrin DD(E); 0% = median of compound wells per plate; AID 720508, 2013;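 active means inhibition above the mean of compounds falling within the control limits plus 3 SD of them, cut at about 14% in these data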;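 further: 0% = plate median of compound wells and 100% = 10 µM Aha-Tn7 peptide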
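Assay system: Human fibrin DD(E) protein | Medium: Tris buffer with calcium and detergent, pH 7.8 | Reagent: 0.1 µM fluorescent Tn7 | Compound dosing: Single point at 8.3 µM | Times: 10 min preincubation, 3 h with tracer, room temperature | Detection: Fluorescence polarization of the labelled Tn7 tracer | Controls: Aha-Tn7 high control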
proKLK7 act – proKLK7 zymogen activators, primary screen, biochemical, fluorescence intensity. Kallikrein-7 (Homo sapiens), P49862. purified proKLK7, EDANS-DABCYL substrate fluorescence; 100% is mature enzyme control, 0% vehicle. activation, % at 7 µM. actives 0.9% (n = 370,000);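 active means activation above the mean of all tested compounds plus 3 SD, computed per campaign excluding outliers beyond control limits, cut at about 13% in these data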
Target sequence (P49862 whole entry, looked up): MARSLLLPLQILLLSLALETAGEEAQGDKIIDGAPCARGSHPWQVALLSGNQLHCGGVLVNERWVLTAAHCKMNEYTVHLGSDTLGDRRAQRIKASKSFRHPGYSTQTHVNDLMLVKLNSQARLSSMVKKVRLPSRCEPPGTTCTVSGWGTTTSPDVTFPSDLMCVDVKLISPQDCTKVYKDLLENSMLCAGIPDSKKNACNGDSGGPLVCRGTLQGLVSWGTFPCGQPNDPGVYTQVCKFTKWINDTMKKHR
MBD2 inh – inhibitors of MBD2 binding to methylated DNA, primary screen, biochemical, TR-FRET, DNA-binding domain, human. MBD2 binding to methylated oligonucleotide. inhibition, % at 4.4 µM. actives 0.31% (n = 370,000); in the data active means inhibition above about 13%
PLCb3 inh – human PLC-beta3 inhibitors, primary screen, biochemical, fluorescence. 1-phosphatidylinositol 4,5-bisphosphate phosphodiesterase beta-3 (Homo sapiens), Q01970. Purified PLC-beta3, fluorogenic substrate. inhibition, % at 12.2 µM. actives 0.18% (n = 370,000); in the data active means inhibition above about 11%;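 further: 0% = median of compound wells on plate and 100% = full blocker control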
* hit, by the source's call; nt = no result given; & = joins results of further samples. This is a subset; the hit share may differ from the screen's.

SMILES	ARFGAP1 inh	DDE Tn6 FP inh	ADAM17 inh	ASAP1 inh	PLCg1 inh	UHRF1 binding	Tn7 DDE FP	proKLK7 act	MBD2 inh	PLCb3 inh
COC(=O)C1=C(c2ccccc2OCc2ccccc2)C[C@@H]2CC[C@H]1N2C(=O)NCc1ccc(Br)cc1	11.1	-2.5	5.6	-17.0	0.9	0.9	4.0	0.2	-8.6	0.9
CC12CCC3C(CCC4C/C(=N/O)CCC43C)C1CCC2O (configuration not stated)	-2.5	2.8	-1.6	-17.1	0.5	0.3	3.3	-0.6	-4.2	-3.4
CCc1ccc(NP(=O)(Oc2ccccc2F)Oc2ccccc2F)cc1	2.2	4.2	11.9*	-20.5	0.4	-3.7	5.2	0.8	-5.3	-4.4
CCCCCn1c(=O)c(C(=O)Nc2ccccc2Cl)c(O)c2ccccc21	-12.7	-0.1	-4.2	5.2	-5.3	5.8	4.6	-0.7	5.1	-7.2
O=C(NCC(c1cccnc1)N1CCOCC1)Oc1ccccc1 (configuration not stated)	-9.1	-2.4	-5.9	-2.2	1.1	1.3	5.8	0.1	2.6	0.6
CCOC(=O)C1=C(C)c2ccccc2OC1(C(=O)OCC)c1ccccc1 (configuration not stated)	7.4	-2.4	-2.1	-1.4	-1.9	1.1	-0.1	-0.2	0.3	1.8
C/C=C1\NC(=O)[C@@H](NC(=O)[C@H](CCc2ccc(O)cc2)NC(=O)[C@H](C)NC(=O)[C@H](O)CO)[C@@H](C)OC(=O)[C@H](C(C)C)NC(=O)[C@H](Cc2ccc(O)cc2)N(C)C(=O)[C@H](Cc2ccccc2)N2C(=O)C(CC[C@H]2O)NC1=O (some centres not stated)	-3.5	8.6	-0.5	-12.9	3.5	2.4	1.6	-0.3	-5.8	0.5
CC=CC(C)=CC(C)C(=O)CC(O)CC1CC(=O)NC(=O)C1 (configuration not stated)	6.2	-4.1	-4.7	-9.6	0.0	-1.4	-5.9	-0.1	-4.0	1.1
CC(=O)Nc1nnc(CCN(CCc2nnc(NC(C)=O)s2)[N+](=O)[O-])s1	2.8	-6.2	-4.4	-11.2	0.1	-2.8	-4.4	0.1	-1.1	-5.8
O=C(Cn1cc(C(=O)c2ccccc2F)c2ccccc21)NCc1ccco1	-5.1	0.0	-3.2	-1.5	-1.4	-1.3	-0.8	-0.4	4.8	1.8
ClCC(Br)CBr (configuration not stated)	-4.1	4.6	-3.4	-18.3	1.6	-2.9	5.3	0.1	-4.1	0.3
CC(=NCCO)c1c(O)n(C)c(=O)n(C)c1=O	1.1	1.9	-1.4	5.7	1.5	-3.5	-8.2	0.2	3.5	5.1
NCCc1c[nH]c2ccc(C(N)=O)cc12	3.4	2.4	-3.9	-1.9	-1.5	-2.0	2.0	-0.7	-0.1	-0.6
O=C(c1cccs1)C1CN2CCC1CC2 (configuration not stated)	-1.6	-2.5	4.2	4.6	10.2*	-0.8	-9.6	0.1	-2.7	2.8
COCCNC(=O)Cn1cc(/C=C2\C(=O)NC(=O)N(c3ccccc3F)C2=O)c2ccccc21	9.0	11.6	1.9	5.8	0.7	2.4	-2.0	-0.7	1.6	-4.4
Cc1cc(N2C(=O)CC(N3CCC(n4c(=O)[nH]c5ccccc54)CC3)C2=O)no1 (configuration not stated)	-6.7	-8.0	6.1	-3.1	-1.4	6.8	-9.3	-0.5	-0.3	1.6
Nc1cc(N2CCNCC2)ccc1[N+](=O)[O-]	3.9	2.1	1.5	-2.2	5.2	-20.4	-0.2	0.7	-9.8	3.4
CC12CN3CC(C)(CN(C1)P3(=O)Oc1ccccc1)C2=O (configuration not stated)	2.7	-1.4	-2.0	6.7	5.5	-0.5	6.7	0.2	0.8	0.0
O=[N+]([O-])c1cc2c(cc1CNCCc1ccc3c(c1)OCO3)OCO2	-1.4	-8.5	-1.9	-11.6	-1.5	-5.6	-0.3	-0.3	-6.3	-4.2
O=P(NS(=O)(=O)c1ccc(Cl)cc1)(Oc1ccccc1)Oc1ccccc1	-6.4	-2.6	-1.4	-6.1	-4.9	-3.1	4.5	-0.5	-1.3	-9.7
C[C@]12N[C@H](Cc3ccccc31)c1ccccc12	1.4&5.4	-4.3&2.9	-7.7&-5.1	-7.7&-9.9	0.4&1.6	-0.3&0.1	2.6&-7.0	-0.1&-0.2	4.8&-1.3	-1.0&-0.6
CCOP(=O)(Cc1cc(C#N)oc1C)OCC	-3.7	-4.3	1.6	-12.5	0.1	-1.9	-6.6	-0.5	4.6	-0.3
C=C(C)CSc1nnc([C@@H](N)Cc2c[nH]c3ccccc23)o1	0.4	-2.0	-10.2	-0.9	-8.4	-5.5	6.5	0.9	-6.3	-10.1
C[C@]12CC[C@H](O)C[C@H]1CC[C@@H]1[C@@H]2CC[C@]2(C)[C@@H](C3=CC(=O)OC3)CC[C@]12O	0.6	0.6	-8.3	-10.0	0.5	-0.8	3.2	0.1	3.9	2.8
O=C(C[N+]12CCC(CC1)C(CO)C2)c1ccc(Br)cc1 (configuration not stated)	3.3	-1.7	-1.0	-6.6	0.8	0.8	3.4	-0.4	-2.4	3.4

Single records, from the list above. Order of values: ARFGAP1 inh | DDE Tn6 FP inh | ADAM17 inh | ASAP1 inh | PLCg1 inh | UHRF1 binding | Tn7 DDE FP | proKLK7 act | MBD2 inh | PLCb3 inh
Results for CCOC(=O)C1=C(C)c2ccccc2OC1(C(=O)OCC)c1ccccc1 (configuration not stated) : 7.4 | -2.4 | -2.1 | -1.4 | -1.9 | 1.1 | -0.1 | -0.2 | 0.3 | 1.8
Results for CC12CCC3C(CCC4C/C(=N/O)CCC43C)C1CCC2O (configuration not stated) : -2.5 | 2.8 | -1.6 | -17.1 | 0.5 | 0.3 | 3.3 | -0.6 | -4.2 | -3.4
Results for O=C(c1cccs1)C1CN2CCC1CC2 (configuration not stated) : -1.6 | -2.5 | 4.2 | 4.6 | 10.2* | -0.8 | -9.6 | 0.1 | -2.7 | 2.8

Next part.
SMILES	ARFGAP1 inh	DDE Tn6 FP inh	ADAM17 inh	ASAP1 inh	PLCg1 inh	UHRF1 binding	Tn7 DDE FP	proKLK7 act	MBD2 inh	PLCb3 inh
COC(=O)C(C)NC(=S)N1CC2C[C@@H](C1)Cn1c2cccc1=O (some centres not stated)	17.2	-10.4	3.8	9.4	2.3	-1.1	-3.9	0.1	-2.5	-2.2
Cc1cc(C)n2nc(C)[n+](C)c2n1	-4.7	8.1	0.6	-16.0	2.4	-1.4	-2.1	1.0	-6.7	1.0
CC12CN3C(O)C(C)(C1)CC(C)(C2)C3O (configuration not stated)	-6.8	-7.4	-7.6	9.9	-1.4	3.5	-2.9	0.4	4.9	3.9
Clc1ccc(COC(Cn2ccnc2)c2ccc(Cl)cc2Cl)c(Cl)c1 (configuration not stated)	1.2&-4.2	3.8&-5.1	3.2&2.4	-4.4&5.1	-2.5&-2.6	0.8&-0.2	3.9&-1.1	0.4&1.2	1.8&-3.0	-6.1&-3.4
N#CCCn1cc(C(=O)Nc2ccc(F)cc2)c(-c2ccc([N+](=O)[O-])cc2)n1	6.5	1.5	-3.3	8.7	5.4	2.8	-2.6	0.3	0.7	-1.2
Cc1ccc(C)c(NP(=O)(Oc2ccccc2)Oc2ccccc2)c1	2.6	7.8	6.5	15.3	7.3	0.0	-14.8	0.8	-2.3	5.5
C[C@]12C=CC(=O)C=C1C=C[C@@H]1C2CC[C@]2(C)C(=O)CCC12 (some centres not stated)	-1.2	-3.6	-1.8	-2.3	-2.5	-1.4	-1.4	0.3	1.1	-10.6
O=C(Cn1ncc2c3ccccc3n(Cc3cccc(Cl)c3)c2c1=O)N1CCC2(CC1)OCCO2	0.3	0.3	-8.2	-7.1	-6.2	-0.7	6.8	-3.3	-3.9	-7.0
COc1cc(OC)c(OC)cc1CN1CCN(C(=O)Cc2ccccc2)CC1	-16.3	1.2	-2.5	8.2	-0.7	-0.3	7.2	0.2	-2.9	-5.3
O=C1NC(=O)C(C2CCOC2=O)N1 (configuration not stated)	-2.1	-4.0	2.9	-3.4	0.3	0.0	-5.0	0.2	-1.0	-5.5
N#CC1c2ccccc2-n2nncc2CN1C(=O)c1ccc([N+](=O)[O-])o1 (configuration not stated)	nt	2.2	0.4	nt	-2.6	0.3	-2.6	0.1	-4.2	-3.3
O=c1[nH]c(=S)n(C2CC2)c(O)c1C=NCCc1ccccc1	2.1	0.9	-1.1	9.8	5.1	-0.6	-9.8	0.0	-4.8	-2.1
O=c1c2ccccc2nc(-c2ccco2)n1-c1ccccc1	1.7	4.1	-4.6	2.8	5.1	-1.9	3.5	-0.2	-6.4	1.1
FC(F)(F)c1ccccc1CN1CCN(Cc2ccccc2)CC1	-6.5	2.0	-6.2	-6.8	-1.8	4.0	-2.4	-0.1	6.1	-0.4
CC(OC(=O)c1cn(C)c2ccccc12)C(=O)N1CCCC1 (configuration not stated)	5.0	9.3	-1.6	-5.2	-3.0	1.4	2.7	-0.2	-1.6	-3.6
CC1(C)C(=O)CCC2C1=CCC1C2CCC2(C)C(O)CCC12 (configuration not stated)	17.1	-1.5	1.3	-6.4	0.2	1.5	-2.8	0.2	-1.9	-1.9
COc1ccc2[nH]c(C)c(CCNCc3cc(OC)c(OC)c(OC)c3)c2c1	1.8	11.4	-2.8	-3.5	-6.3	1.9	2.6	-0.1	0.7	-13.5
C=CCn1c(O)c(C(C)=NCCc2c[nH]c3ccccc23)c(=O)[nH]c1=O	-10.0	5.2	0.6	6.2	0.0	-1.2	3.2	0.1	2.9	-6.9
O=C(CCl)Nc1nccs1	-4.0	0.2	-2.0	-7.4	0.2	-2.0	-4.8	-0.3	-1.0	3.3
CCCN1CC[C@@H]2c3cc(O)ccc3CC[C@@H]21	20.4	0.6	6.5	-13.8	5.2	2.8	-2.1	0.1	1.9	4.6
CN1CCN(CCC(=O)OC2CC3CCC(C2)N3C)CC1 (configuration not stated)	3.7	2.2	-2.3	-10.5	-0.4	1.9	3.5	-0.2	-2.9	-0.2
Cc1cc(C)n(CCOC(=O)C2C(C=C(Cl)Cl)C2(C)C)n1 (configuration not stated)	-2.6	6.3	0.0	-9.3	-0.2	6.6	9.7	0.4	-6.6	2.5
